GIRK2 activator – Activates human GIRK2-containing potassium channels; P48051; activation (% efficacy), % for hits at 37.5 µM; 34,000 tested, under 10 active; AID 1259324; HEK293 GIRK2/NPY4 cells, thallium flux fluorescence;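 active = primary screen hit, no activity in plain HEK293 cells, and in GIRK2-only cells above 5% efficacy rising with concentration; inactive = the rest, including fluorescent compounds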;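 also: efficacy is normalized control-subtracted fluorescence 15 s after thallium addition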
Target sequence (P48051 whole entry, looked up): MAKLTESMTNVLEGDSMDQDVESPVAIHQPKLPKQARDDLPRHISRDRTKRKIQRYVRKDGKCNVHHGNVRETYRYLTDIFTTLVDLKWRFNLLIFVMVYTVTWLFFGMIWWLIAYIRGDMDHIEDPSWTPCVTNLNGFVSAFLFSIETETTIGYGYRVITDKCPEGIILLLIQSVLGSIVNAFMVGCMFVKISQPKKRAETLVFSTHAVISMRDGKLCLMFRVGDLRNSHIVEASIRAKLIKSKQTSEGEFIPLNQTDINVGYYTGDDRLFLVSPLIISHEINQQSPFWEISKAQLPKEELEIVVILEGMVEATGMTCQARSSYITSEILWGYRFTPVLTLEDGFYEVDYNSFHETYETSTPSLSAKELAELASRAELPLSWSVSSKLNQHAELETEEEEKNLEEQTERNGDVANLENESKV
Numbers without * were called inactive; i = inactive; [ ] = another dose, or the depositor's remark. The list is partial (hit frequency here may not be typical).

SMILES	GIRK2 activator
Cc1ccc(-c2ccc(S(=O)(=O)N3CCN(C)CC3)cc2)cc1	i
Cc1cc(=O)[nH]c(-n2nc(C)c(CCC(=O)NCc3ccc4c(c3)OCO4)c2C)n1	i
O=S(=O)(c1ccc(F)c(Cl)c1)N1CCCN(CCn2cccn2)CC1	i
Cc1noc(C)c1S(=O)(=O)N1CCN(Cc2nc(C(C)(C)C)cs2)CC1	i
COC(=O)c1ccc(NC(=O)C(=O)NCC2(O)CCOCC2)cc1	i
COc1cccc(NC(=O)NCC2CCN(c3ccccn3)CC2)c1OC	i
CC(=O)C(C)n1c(=O)c2c(nc3n(-c4ccc(C)cc4C)c(C)c(C)n23)n(C)c1=O (configuration not stated)	i
CN(C)c1ccc(C2NCCS2)cc1 (configuration not stated)	i
Cn1c(=O)c(C(=O)NCc2cccs2)cc2cccnc21	i
Cc1cccc(-c2noc(C3CC(=O)N(c4cccc(Cl)c4)C3)n2)c1 (configuration not stated)	i
Cc1cccc(Cn2ccc3ccn(CC(=O)Nc4ccc(Cl)cc4)c(=O)c32)c1	i
CC(=O)c1cccc(NC(=O)Cc2csc(Nc3ccc(Cl)cn3)n2)c1	i
CSCCn1c(=NC(=O)c2cc(C)no2)sc2cc3c(cc21)OCCO3	i
CCOc1ccc(OCCNC(=O)c2ccc([N+](=O)[O-])cc2)cc1	i
Cc1ccccc1S(=O)(=O)NC1(c2nc(-c3cnccn3)no2)CCCCC1	i
COc1cc2ccccc2cc1C(=O)Nc1nnc(Cc2cccs2)o1	i
O=C(CCc1csc(NC(=O)c2cccs2)n1)NCCCc1ccccc1	i
O=C(Cn1ncc2c(c1=O)N(C1CC1)C(=O)CS2)NCc1ccc(C(F)(F)F)cc1	i
CCNC(=O)c1c(C(F)(F)F)nn(C2CCN(C(C)C)CC2)c1C	i
COc1cccc(C(CNC(=O)CCc2ccccc2)N2CCOCC2)c1 (configuration not stated)	i
COc1cccc2sc(N(CCN(C)C)C(=O)c3cc(C)n(C)n3)nc12	i
O=C(Cc1csc(NC(=O)C2CCC(=O)N2)n1)Nc1ccc2c(c1)OCO2 (configuration not stated)	i
Cc1ccnc(Nc2ccc(NCCNC(=O)Nc3ccc(F)cc3)nn2)c1	i
COc1ccc(-c2cc(C(=O)NC3CCCCCC3)c3c(C)nn(C4CCS(=O)(=O)C4)c3n2)cc1 (configuration not stated)	i
COc1ccc(CNC(=O)c2snc(C(=O)N3CCCC3)c2N)cc1	i

In the list so far, these contain sulfur.
SMILES	GIRK2 activator
Cc1ccc(-c2ccc(S(=O)(=O)N3CCN(C)CC3)cc2)cc1	i
O=S(=O)(c1ccc(F)c(Cl)c1)N1CCCN(CCn2cccn2)CC1	i
Cc1noc(C)c1S(=O)(=O)N1CCN(Cc2nc(C(C)(C)C)cs2)CC1	i
CN(C)c1ccc(C2NCCS2)cc1 (configuration not stated)	i
Cn1c(=O)c(C(=O)NCc2cccs2)cc2cccnc21	i
CC(=O)c1cccc(NC(=O)Cc2csc(Nc3ccc(Cl)cn3)n2)c1	i
CSCCn1c(=NC(=O)c2cc(C)no2)sc2cc3c(cc21)OCCO3	i
Cc1ccccc1S(=O)(=O)NC1(c2nc(-c3cnccn3)no2)CCCCC1	i
COc1cc2ccccc2cc1C(=O)Nc1nnc(Cc2cccs2)o1	i
O=C(CCc1csc(NC(=O)c2cccs2)n1)NCCCc1ccccc1	i
O=C(Cn1ncc2c(c1=O)N(C1CC1)C(=O)CS2)NCc1ccc(C(F)(F)F)cc1	i
COc1cccc2sc(N(CCN(C)C)C(=O)c3cc(C)n(C)n3)nc12	i
O=C(Cc1csc(NC(=O)C2CCC(=O)N2)n1)Nc1ccc2c(c1)OCO2 (configuration not stated)	i
COc1ccc(-c2cc(C(=O)NC3CCCCCC3)c3c(C)nn(C4CCS(=O)(=O)C4)c3n2)cc1 (configuration not stated)	i
COc1ccc(CNC(=O)c2snc(C(=O)N3CCCC3)c2N)cc1	i

Carrying on.
SMILES	GIRK2 activator
Cc1ccc(NC(=O)CSC2=NC3(CCCC3)Nc3ccccc32)c(Cl)c1	i
Cc1ccccc1-n1nnnc1SCC(=O)NC(C)C	i
COc1ccccc1C1(CNS(=O)(=O)c2cc(F)cc(F)c2)CCOCC1	i
COc1ccc(S(=O)(=O)CCCC(=O)Nc2nnc(-c3cc(C)nn3C)o2)cc1	i
Cc1ccc(C)c(CN2C(=O)N(c3ccc(C)c(Cl)c3)C3CS(=O)(=O)CC32)c1 (configuration not stated)	i
O=S(=O)(NCC1CCN(Cc2ccsc2)CC1)c1cccs1	i
COc1cccc(C2C(C(=O)OC(C)C)=C(C)Nc3ncnn32)c1 (configuration not stated)	i
Cn1cnc2cc(OC(=O)c3c(F)cccc3F)ccc21	i
CCOc1ccccc1NC(=O)c1ccc(=O)n(Cc2cccc(C(F)(F)F)c2)c1	i
CCOC(=O)C1=C(CS(=O)(=O)c2ccc(F)cc2)NC(=O)NC1c1ccc(O)c(OC)c1 (configuration not stated)	i
Cc1ccccc1-n1nnnc1SCC(=O)Nc1nccs1	i
O=C(Nc1ccc2nccnc2c1)c1csc2c1CCCC2	i
Cc1ccc(S(=O)(=O)N2CCCC(C(=O)Nc3cc(C)nn3C(C)C)C2)cc1 (configuration not stated)	i
O=C(/C=C/c1ccco1)NCCCS(=O)(=O)N1CCN(c2ccccc2)CC1	i
COc1ccc2nc(-c3ccc(C)c(NC(=O)c4ccc5ccccc5c4)c3)cn2n1	i
Cn1nnc2c(=O)n(CC(=O)OCc3ccccc3)cnc21	i
O=[N+]([O-])c1ccc(Nc2ccc(S(=O)(=O)Nc3nccs3)cc2)c([N+](=O)[O-])c1	14%*[18.8 µM]
CCOC(=O)N1CCN(C(=O)CN2C(=O)NC3(CCC(C)CC3)C2=O)CC1 (configuration not stated)	i
Cc1cc(C)nc(N2CCN(CCC(=O)O)CC2)n1	i
CCOc1ccc(S(=O)(=O)Nc2cc(Cl)ccc2O)c2ccccc12	i
Cc1ccc(-n2ncc3c(=O)n(NC(=O)COc4ccc(C(C)C)cc4)cnc32)cc1	i
O=C(NCCOCCO)C(=O)Nc1c2c(nn1-c1ccc(Cl)cc1)CSC2	i
CNC(=O)C(=O)NCC(c1ccco1)N(C)C (configuration not stated)	i
Cc1ccc(S(=O)(=O)N(Cc2ccc(Br)cc2)C(=O)N2CCN(C)CC2)cc1	i
N#CCN(c1ccc(F)cc1)S(=O)(=O)c1ccc2nncn2c1	i
The results go on.
SMILES	GIRK2 activator
COc1cccc(NC(=O)Nc2ccc(Nc3ccc(-n4nc(C)c(C)c4C)nn3)cc2)c1	i
Cc1c(C)n2c3c(=O)n(CC(=O)OCc4ccccc4)c(=O)n(C)c3nc2n1C(C)C	i
CCN1CCN(C(c2cccs2)C(C)NC(=O)Cc2ccc(F)cc2)CC1 (configuration not stated)	i
COCCn1c(-n2nc(C)cc2C)nc2c1c(=O)n(CCCc1ccccc1)c(=O)n2C	i
CCn1c(=NC(=O)c2cccc(S(=O)(=O)C(C)C)c2)sc2cc3c(cc21)OCCO3	i
Cc1cc(NC(=O)c2cccc(Oc3ccccc3)c2)on1	i
CCOC(=O)N1CCN(C(=O)CN2CCC(c3nnc(C(C)C)o3)CC2)CC1	i
Cc1nccn1CCNC(=O)C(=O)Nc1ccc2c(c1)OCCO2	i
COCCNC(=O)c1snc(C(=O)NC(C)C)c1N	i
CCOc1cccc2cc(C(=O)NCCNC(=O)c3ccc(NC(C)=O)cc3)c(=O)oc12	i
C=CCNC(=O)c1c(C(F)(F)F)nn(C2CCCN(C)C2)c1C (configuration not stated)	i
CCCCS(=O)(=O)NCC1CCN(C(=O)OC)CC1	i
CC(C)(C)n1ncc2c(=O)n(NC(=O)c3ccc(Cl)c([N+](=O)[O-])c3)cnc21	i
COc1ccc(CCC(=O)Nc2ccc(-n3nnn(CC(N)=O)c3=O)cc2)cc1	i
COc1ccc(S(=O)(=O)CC(=O)Nc2ccc([N+](=O)[O-])cc2OC)cc1	i
CCN(CC)C(=O)CN1CCN(c2ncnc3c2nnn3CC)CC1	i
COC(=O)Cn1c(-c2ccccc2)cn2c3c(=O)n(C)c(=O)n(C)c3nc12	i
CCOc1ccc(NC(=O)C(=O)NCC2CCN(Cc3ccccc3)CC2)cc1	i
COc1ccc(-c2cc(CC(=O)Nc3ccc(C(C)C)cc3)no2)cc1OC	i
Cc1ccc2nc3c(cc(C(=O)NC4CCCC4)n3C)c(=O)n2c1	i
Cn1cc(CC(=O)N2CCN(c3ccc(-c4ccccn4)nn3)CC2)c2ccccc21	i
O=C(NCC1CCN(Cc2cccs2)CC1)C(=O)Nc1ccc(F)c(Cl)c1	i
Cc1ccc(S(=O)(=O)N2CCCc3ccc(NS(=O)(=O)c4cc(C)ccc4C)cc32)cc1	i
Cc1cc(=O)[nH]c(-n2nc(C3CC3)cc2NC(=O)c2c(F)cccc2F)n1	i
Cc1cc(C(=O)N(CC2CCCO2)c2nc3ccccc3s2)on1 (configuration not stated)	i

Brought forward from above: two compounds, then new ones.
SMILES	GIRK2 activator
Cc1cc(=O)[nH]c(-n2nc(C3CC3)cc2NC(=O)c2c(F)cccc2F)n1	i
Cc1cc(C(=O)N(CC2CCCO2)c2nc3ccccc3s2)on1 (configuration not stated)	i
Cn1ccnc1N1CCN(C(=O)c2cc(-c3ccco3)on2)CC1	i
CCOC(=O)c1ccccc1NC(=O)CSc1n[nH]c(=O)c2cc(-c3ccco3)nn12	i
COc1cccc(COc2coc(C(=O)Nc3ccc(OC(F)(F)F)cc3)cc2=O)c1	i
CCCCc1ccc(N2CC(c3nc4ccccc4n3CC(=O)N3CCCC3)CC2=O)cc1 (configuration not stated)	i
COc1ccccc1CCNC(=O)Cn1cnc(C)cc1=O	i
CC(=Nc1ncccc1C)c1c(O)[nH]c(=O)[nH]c1=O	i
CCc1nnc(NC(=O)c2nnn(-c3ccccc3OC)c2C)s1	i
CCN1CCc2nc(-c3ccccc3)n(CC(=O)NC3CCCCC3)c(=O)c2C1	i
COc1ccc(OC)c(S(=O)(=O)NCC2CCN(C(C)C)CC2)c1	i
COc1ccc(C)cc1NC(=O)CSc1nnc(-c2ccc(OC)c(OC)c2)n1N	i
COc1ccc(NC(=O)Cn2cc(OC)c(=O)cc2CSc2ncccn2)c(OC)c1	i
CC(C)c1nnc(NC(=O)COc2ccccc2[N+](=O)[O-])s1	i
COc1cccc(C(=O)Nc2ccc3c(c2)CCC(=O)N3Cc2ccccc2)c1	i
CCc1nnc(-c2ccc(NC(=O)c3ccc(S(=O)(=O)N4CCCCC4)cc3)cc2)o1	i
Cc1ccc(S(=O)(=O)CCC(=O)N(CCN2CCOCC2)c2nc3c(F)cccc3s2)cc1	i
COc1ccc(NC(=O)Nc2ccc(Nc3cc(-n4ccnc4)nc(C)n3)cc2)c(C)c1	i
O=C1CCCCN1c1ccc(NS(=O)(=O)c2ccc3c(c2)OCCO3)cc1	i
COc1ccc(S(=O)(=O)CCCC(=O)Nc2sc3c(c2C(N)=O)CCC(C)C3)cc1 (configuration not stated)	i
Cc1ccsc1C(O)CNC(=O)Cc1ccccc1Cl (configuration not stated)	i
COC(=O)c1ccc(NC(=O)C(=O)NCC2CCN(c3ccccn3)CC2)cc1	i
CS(=O)(=O)N1CCCc2ccc(NC(=O)C(=O)NCCc3c[nH]c4ccccc34)cc21	i
CCOc1ccc2ccccc2c1C(=O)Nn1cnc2c(cnn2-c2ccccc2)c1=O	i
CN1CCC(CNC(=O)C(=O)NC(C)(C)C)CC1	i
COc1ccc(SCCC(=O)Nc2nnc(-c3cc(C)n(C)n3)o2)cc1	i
Cn1c(SCC(=O)N2CCN(c3ccccc3F)CC2)nc2c(-c3ccccc3)c[nH]c2c1=O	i
New compounds follow.
SMILES	GIRK2 activator
O=C(NCc1ccccn1)c1ccc(CSc2nc(-c3ccccc3)cs2)o1	i
CCN1CCN(S(=O)(=O)CCNC(=O)COc2ccc(F)cc2)CC1	i
CCN1C(=O)C(CC(=O)Nc2ccc(OC)cc2)SC1=NS(=O)(=O)c1ccc(C)cc1 (configuration not stated)	i
Cc1cc(NC(=O)c2ccc(S(=O)(=O)N3CCCc4ccccc43)cc2)n(C)n1	i
Cc1ccc(Cl)cc1NC(=O)Cn1c(C)cc(C)c(S(=O)(=O)c2ccccc2)c1=O	i
COc1cccc(CNC(=O)C(=O)Nc2ccc3c(c2)OCCO3)c1	i
COc1ccc(S(=O)(=O)N2CCCC(C(=O)Nc3nnc(-c4ccn(C)n4)o3)C2)cc1 (configuration not stated)	i
O=C(Cn1cnc2c(sc3cccc(F)c32)c1=O)Nc1ccc(Cl)cc1	i
CNC(=O)c1nsc(C(=O)NCc2cccc(C(F)(F)F)c2)c1N	i
COc1ccc(NC(=O)C(=O)NCc2ccc(OCc3ccccc3)cc2)c(OC)c1	i
CCCNC(=O)c1ccc2c(=O)n(-c3cc(C)cc(C)c3)c(SCC#N)nc2c1	i
CC(C)S(=O)(=O)c1ccc(C(=O)Nc2cccc(-c3nc4ccccc4[nH]3)c2)cc1	i
CCOc1ccccc1NC(=O)COc1c(C)ccc(C)c1C	i
CS(=O)(=O)N1CCCC1C(=O)Nc1nc(-c2ccccc2)cs1 (configuration not stated)	i
CSCCC(C)(O)CNC(=O)C1(c2ccc(Cl)cc2)CCCC1 (configuration not stated)	i
COCC(=O)N1CCCc2ccc(NC(=O)Nc3ccccc3OC)cc21	i
CC(C)COc1ccc(S(=O)(=O)NCCCN2CCOC(c3ccccc3)C2)cc1 (configuration not stated)	i
CC(=O)c1cccc(NC(=O)Cn2nc(-c3cc(C)c(C)cc3C)ccc2=O)c1	i
O=S(=O)(NCC(O)(c1cccs1)C1CC1)c1ccccc1F (configuration not stated)	i
O=C(COc1ccc(Cl)cc1)NCCCn1cccc1	i
COC(=O)c1sccc1S(=O)(=O)NCC1CCN(C(=O)c2cccn(C)c2=O)CC1	i
Cc1ccc(-c2cc3c(SCC(=O)Nc4ccccc4C#N)nccn3n2)cc1	i
COc1ccc(C)cc1NC(=O)NCCNc1cc(-n2ccnc2C)nc(C)n1	i
COc1cc(OC)c(-c2cc(C(=O)O)c3[nH]c(-c4ccccc4)nc3n2)cc1OC	i
O=C(O)CCC(=O)N1N=C(c2ccc(Cl)cc2)CC1c1ccc2nccnc2c1 (configuration not stated)	i
Cc1c(C)n2c3c(=O)n(CCCc4ccccc4)c(=O)n(C)c3nc2n1C(C)C	i

Screening data deposited in PubChem BioAssay by Vanderbilt University.
